Compound activity: PubChem, several laboratories
HCV NS3 hel inh: inhibitors of Hepatitis C virus NS3 helicase. inhibition, % at 10.9 µM. 0.56% of 290,000 active. AID 1800. NS3 helicase DNA unwinding, Cy5 molecular beacon fluorescence;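 active = inhibition above the mean of all tested compounds plus 3 SD, set per campaign, cut at about 35% in these data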;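 note: 0% = DMSO wells and 100% = thioflavine S control wells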
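System: Hepatitis C virus NS3 helicase domain fragment enzyme | Reagent: Annealed dual-labelled DNA beacon duplex, ATP-started | Compound dosing: 10.9 µM single point, 0.8% DMSO | Incubation: 1 h reaction at 25 °C, ATP-initiated | Technique: Cy5 fluorescence | Evaluation: Percent inhibition from t60/t0 fluorescence ratio | Benchmarks: Low DMSO, high thioflavine S at 110 µM | Replication: Singlicate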
MEKK3 PB1 HTS: modulators (inhibitors or enhancers) of MEK5 binding to human MEKK3 PB1 domain. Q99759. bead-based flow cytometry, Alexa488-MEK5 binding to MEKK3; actives lie on both sides; 0 = blocked by unlabeled MEK5, 100 = vehicle. binding response (% of control), % at 10 µM. 1.4% of 290,000 active. AID 1529;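 active = binding response more than 3 SD above or below the average of its plate-row segment, actives on both sides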;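 note: Alexa488 bead fluorescence after subtracting the streptavidin-only scavenger bead signal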
Target sequence (Q99759 whole entry, looked up, the tested form may be a part): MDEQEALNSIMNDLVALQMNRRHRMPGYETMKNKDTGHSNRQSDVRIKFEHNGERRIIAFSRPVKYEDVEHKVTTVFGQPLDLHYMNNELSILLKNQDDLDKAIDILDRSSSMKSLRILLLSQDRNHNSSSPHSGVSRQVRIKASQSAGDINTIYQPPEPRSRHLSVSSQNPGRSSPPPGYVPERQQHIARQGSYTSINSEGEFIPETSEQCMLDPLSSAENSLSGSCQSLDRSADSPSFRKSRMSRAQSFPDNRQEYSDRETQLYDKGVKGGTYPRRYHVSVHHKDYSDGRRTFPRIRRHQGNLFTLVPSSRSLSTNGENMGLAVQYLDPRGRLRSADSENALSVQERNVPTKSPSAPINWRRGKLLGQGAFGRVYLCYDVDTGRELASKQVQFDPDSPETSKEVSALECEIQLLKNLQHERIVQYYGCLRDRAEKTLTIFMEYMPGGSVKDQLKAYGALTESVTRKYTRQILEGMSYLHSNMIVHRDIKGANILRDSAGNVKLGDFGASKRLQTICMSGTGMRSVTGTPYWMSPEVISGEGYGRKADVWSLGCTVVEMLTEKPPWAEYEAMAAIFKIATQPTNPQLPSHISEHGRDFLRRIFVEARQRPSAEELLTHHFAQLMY
CRFR2-BP antag: antagonists of CRF-binding protein/CRF-R2 receptor complex | HEK293 CRF-R2/CRF-BP, CRF-induced calcium fluorescence | inhibition, % at 11.8 µM | 0.59% of 350,000 active;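 active = inhibition of the ligand-induced calcium signal above about 50% at the single tested concentration, limit read from the data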
SUMO HTRF inh: inhibitors of human SUMOylation (UBC9) | P63279 | HTRF SUMOylation assay, SAE1/SAE2 + UBC9, in vitro | inhibition, % at 35 µM | 0.36% of 290,000 active | AID 2006; in the data active = inhibition above about 50%, passing the limit was not always enough; note: strong numbers were not always called active
Target sequence (P63279 whole entry, looked up): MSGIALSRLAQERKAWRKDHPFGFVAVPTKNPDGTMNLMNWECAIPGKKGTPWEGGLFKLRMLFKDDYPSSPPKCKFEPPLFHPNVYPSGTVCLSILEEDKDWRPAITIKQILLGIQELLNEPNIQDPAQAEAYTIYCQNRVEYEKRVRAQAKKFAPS
CRFBP-R2 agonist: CRF-BP/CRF-R2 complex agonism; activation, % at 13.2 µM; AID 588473; 0.46% of 350,000 active; HEK293 CRF-R2/CRF-BP, calcium dye fluorescence (FLIPR); percent of saturating CRF peptide response;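 active = activation of at least 50%, plus an integration ratio under a set limit after plate pattern correction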;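 note: plate controls were neutral control wells without compound for no effect and CRF at EC100 for full effect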
GalR3 antag: human GalR3 antagonism; O60755; HEK293 GalR3-CNG cAMP membrane potential fluorescence; galR3 body fused to GalR1 C-terminus; inhibition, % at 3 µM; 0.44% of 360,000 active;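 active = inhibition above the screen-wide average plus 3 SD, cut at about 13% in these data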;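 note: forskolin and galanin both at EC90 stimulate the cells; cAMP rise reported by CNG channel membrane potential dye signal; 0% = forskolin plus galanin with DMSO and 100% = forskolin alone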
MEKK2 mut-MEK5: signal of MEK5 binding to mutant human MEKK2 PB1 domain. bead flow cytometry, Alexa488-MEK5 binding to MEKK2 mutant. percent response, % at 10 µM. 0.35% of 290,000 active; in the data active = percent response above about 24%, passing the limit was not always enough; note: inactives centre near 1; some results filed as inactive read as strong as hits
FID counter: counter-screen for HCV NS3 helicase inhibitors: DNA intercalator displacement; DNA fluorescent intercalator displacement, fluorescence; inhibition, % at 7.9 µM; 0.17% of 290,000 active; AID 1845; in the data active = inhibition above about 37%;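 note: 0% = vehicle and 100% = reference compound; higher means more ethidium bromide displaced from hairpin DNA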
MEKK2wt PB1 HTS: raises or lowers MEK5 binding to wildtype human MEKK2 PB1 domain; bead flow cytometry, Alexa488-MEK5 binding to MEKK2 WT; actives lie on both sides; binding response (% of control), % at 10 µM; 1.1% of 290,000 active; AID 1531; in the data active = binding response below about 67% or above about 130%
* = called active by the depositor; . = no result given. Only part of the results is shown; the hit share may differ from the screen's.

Structure	HCV NS3 hel inh	MEKK3 PB1 HTS	CRFR2-BP antag	SUMO HTRF inh	CRFBP-R2 agonist	GalR3 antag	MEKK2 mut-MEK5	FID counter	MEKK2wt PB1 HTS
O=C(O)CNS(=O)(=O)c1ccc2c(c1)CCCC2	1.5	100.0	7.8	27.2	-2.8	-4.2	0.0	-3.5	97.0
O=C(NC(=S)NNC(=O)c1ccccc1[N+](=O)[O-])c1ccc(Br)cc1	15.9	98.0	0.2	-17.0	0.9	-10.2	15.0	-4.8	99.0
CCOC(=O)N/N=C\c1ccc(C)s1	-0.6	89.0	-10.8	-1.6	0.1	-3.3	-2.0	-0.2	97.0
COc1ccc(-n2c(N)c(C(=O)NCc3ccco3)c3nc4ccccc4nc32)cc1	19.9	100.0	4.5	29.3	-0.2	-2.0	1.0	-13.9	95.0
CCn1nnnc1-c1ccc(OC)c(S(=O)(=O)NCc2ccccc2)c1	1.9	94.0	9.6	17.3	-0.3	4.9	-4.0	0.4	98.0
CCCCC(=O)NS(=O)(=O)c1ccc(N=NN(CC)CC)cc1	8.4	95.0	11.9	11.7	1.4	-9.2	-13.0	-10.8	86.0
Cc1cc(C)n2c(SCC(=O)NCc3ccc4c(c3)OCO4)nnc2n1	-11.5	95.0	-12.1	-2.2	-1.8	0.3	-3.0	0.5	96.0
Cc1cc(C)c(OCCN(C)C)c(Cl)c1	8.7	113.0	-8.3	-2.3	3.5	-3.7	-8.0	8.6	102.0
CNC(=O)CCC(=O)Nc1ccc(C)cc1	5.0	97.0	-23.0	-5.5	1.6	-4.0	-3.0	-2.7	98.0
O=C(NCCN1CCCCC1)c1cc(Cl)ccc1Cl	-7.4	94.0	2.3	5.1	0.3	-2.9	1.0	-1.3	101.0
Cc1cc(C)nc(SCc2cc(=O)c(OC(=O)c3ccc(S(=O)(=O)N4CCCC4)cc3)co2)n1	-3.6	104.0	18.0	-10.4	-1.6	1.7	2.0	1.4	103.0
COC(=O)CCCCCN1C(=O)NC(c2ccccc2)C(C(=O)OCc2ccccc2)=C1C (stereo unspecified)	-22.3	107.0	-2.6	-23.6	-0.5	-6.4	6.0	-27.8	93.0
COC(=O)c1sc(NC(=O)C2CCCO2)c(C(=O)OC)c1C (stereo unspecified)	-0.7	105.0	16.7	1.5	0.7	-1.8	2.0	1.0	106.0
COC(=O)CCC(=O)Nc1nc(-c2ccccc2)cs1	0.5	103.0	2.5	.	1.6	-3.6	7.0	-5.5	102.0
O=C(O)COc1ccccc1/C=C1\SC(=Nc2ccc(F)cc2)N(c2ccc(F)cc2)C1=O	-15.9	98.0	34.4	5.4	-2.0	-3.1	-6.0	-12.5	99.0
O=C(Nc1ccc(-c2csc(Nc3ccc(Cl)cc3)n2)cc1)c1cccc(C(F)(F)F)c1	.	90.0	-8.6	-2.6	0.3	-0.5	3.0	.	81.0
CCOc1cc(C2C(C#N)=C(N)OC(C)=C2C(C)=O)cc(Br)c1O (stereo unspecified)	8.2	99.0	-12.9	-9.3	20.5	-0.9	-2.0	-3.7	99.0
O=C(CNC(=O)c1ccco1)NCc1nc2ccccc2[nH]1	4.7	104.0	17.6	14.0	-1.9	-0.8	7.0	-4.4	108.0
CN(C)c1ccc2c3c(ccc(N(C)C)c13)COC2	10.6	104.0	6.0	14.7	-0.7	-4.9	5.0	3.4	109.0
Clc1cccc(OCCCN2CCCC2)c1Cl	3.6	94.0	-4.3	8.7	-0.2	-8.0	-1.0	4.6	98.0
O=C(Nc1cccc(-n2cccn2)c1)C1CCCN(Cc2cc3ccccc3[nH]2)C1 (stereo unspecified)	-67.4	104.0	-21.4	-7.2	1.9	-8.0	24.0*	3.2	139.0*
O=C(O)CCc1ccc(-c2cccs2)n1NC(=O)c1ccccc1Br	18.7	102.0	9.3	-2.5	0.5	-0.5	-3.0	-8.2	98.0
OC(CNCc1ccccc1)Cn1ccc2ccccc21 (stereo unspecified)	-27.7	102.0	-26.6	0.9	-0.6	-9.1	4.0	10.3	133.0
CC1=CC2=NC(=O)/C(=C\c3cccn3CCOc3cc(C)ccc3C)C(=N)N2O1	-17.8	98.0	1.3	10.6	1.1	-0.2	-1.0	-14.1	103.0
O=C(c1ccco1)N1CCN(C(=O)c2[nH]ncc2[N+](=O)[O-])CC1	37.3*	98.0	-27.7	11.5	3.0	2.4	-2.0	-1.7	99.0
Cc1cc2ccccc2n2c(SCC(=O)NCC3CCCO3)nnc12 (stereo unspecified)	5.4	101.0	.	-1.5	.	4.9	1.0	-14.1	97.0
COC/C=C/C1=CC2=CC(=O)C(C)(OC(=O)c3cnc4ccccc4n3)C(=O)C2=CN1c1ccccc1 (stereo unspecified)	.	95.0	29.4	25.6	0.3	-0.4	4.0	.	94.0
O=c1c2ccccc2nc(-c2ccco2)n1/N=C/c1ccco1	-1.5	97.0	9.4	23.1	0.9	-0.3	-1.0	-1.6	98.0
O=C(NCC1CCCCC1)C1CCC(=O)N(CCc2cccc(F)c2)C1 (stereo unspecified)	0.3	95.0	1.2	4.8	0.1	-4.4	0.0	-28.6	99.0
CCC(C)/C(C)=N/NC(=O)c1ccccc1OCCOc1ccccc1 (stereo unspecified)	-7.0	101.0	-4.2	3.9	0.8	-5.3	2.0	-11.3	99.0
CO/N=C/C(NC(=O)c1ccc(C(F)(F)F)cc1)C(=O)OC (stereo unspecified)	4.4	99.0	24.2	5.5	-2.2	1.1	-1.0	-4.9	97.0
CNC(=O)c1c(NC(=O)c2ccc(N3C(=O)CCC3=O)cc2)sc2c1CCC(C)C2 (stereo unspecified)	-34.2	99.0	-4.9	12.0	-1.7	-1.6	2.0	-8.5	103.0
O=C(CN1CCN(C/C=C/c2ccccc2)CC1)NC(=O)NC1CCCCC1	-15.7	90.0	-10.7	9.1	-0.8	-2.4	-4.0	16.6	95.0
Cn1nc(C(=O)N2CCCc3ccccc32)c2ccccc2c1=O	-0.5	102.0	-7.0	16.2	0.1	-5.8	1.0	-17.9	103.0
N#C/C(=C\c1ccc(-c2ccc([N+](=O)[O-])cc2Br)o1)C(=O)N1CCN(c2ccccc2)CC1	7.4	98.0	-19.1	10.7	2.4	2.5	9.0	-15.0	105.0
Cc1ccc(N(C(=O)C2COc3ccccc3O2)C(C(=O)NC2CCCCC2)c2cn(C)nc2C)cc1 (stereo unspecified)	1.1	91.0	.	-4.9	.	.	-2.0	-25.4	94.0
COC(=O)C(C)Sc1nc2c(cnn2-c2ccccc2)c(=O)[nH]1 (stereo unspecified)	8.3	102.0	5.4	21.2	-4.0	.	3.0	-8.6	102.0
CCCCCOCC1CC(C/C(C)=N/NC(N)=O)(C(=O)OCC)C(=O)O1 (stereo unspecified)	-3.9	98.0	-16.1	-6.8	-3.2	-6.3	-3.0	-16.0	97.0
CN(Cc1cccc(Cl)c1)C(=O)C1CSC2(C)CCC(=O)N12 (stereo unspecified)	0.8	105.0	17.8	10.2	0.0	1.2	10.0	-8.5	108.0
COc1ccc(/C=C\C(=O)NCC(=O)N/N=C/c2ccc(O)cc2O)cc1	6.8	100.0	4.2	-6.9	-3.5	-6.9	2.0	-9.2	98.0
Brc1ccc(CSc2nnc(-c3cccnc3)o2)cc1	-3.9	105.0	-15.5	9.7	-1.0	-2.2	-3.0	-20.2	100.0
CC(C)(C)NC(=O)NC(=O)COC(=O)CNS(=O)(=O)c1ccc(Br)cc1Cl	2.6	101.0	8.7	15.5	-0.7	-3.6	-12.0	-17.4	93.0
Cc1c(Cl)c([N+](=O)[O-])nn1CCCC(=O)Nc1c(Cl)cccc1Cl	7.0	100.0	-19.7	14.2	-1.0	0.5	-1.0	-2.3	103.0
O=C(CSc1nnc(CNC(=O)c2cccs2)o1)Nc1cccc(Cl)c1	-5.6	102.0	5.8	-10.5	-1.7	-6.5	3.0	-5.0	101.0
Cc1cc2ccccc2n1CCNC(=O)C(C)(C)C	.	105.0	-12.2	0.6	12.3	.	5.0	.	95.0
COCCCNC(=O)c1ccc(-n2nc(C(F)(F)F)cc2-c2cccs2)cc1	-1.6	106.0	3.3	24.6	0.1	-1.0	-1.0	-34.7	107.0
COc1ccc(NS(=O)(=O)c2cc(NC(=O)c3cnc(C)cn3)ccc2N2CCCC2)cc1	-3.7	99.0	26.0	1.4	-3.2	-3.0	-2.0	-27.2	96.0
COCCn1c(SCC#N)nnc1-c1ccc2c(c1)OCO2	2.5	96.0	0.9	2.4	0.4	-6.4	3.0	-4.0	99.0
O=C(NNC(=O)C12CC3CC(CC(C3)C1)C2)c1cccc([N+](=O)[O-])c1	-1.3	100.0	-0.1	6.8	-0.2	-6.5	7.0	1.6	103.0
CC1(C)Oc2ccc(C(=O)NC3CCCCC3)cc2N(CC#N)C1=O	6.5	102.0	7.8	5.7	1.4	-9.4	-1.0	-26.2	99.0
Cc1sc2ncnc(N3CCN(CCOc4ccc(Cl)cc4)CC3)c2c1C	-11.4	116.0	-44.8	-31.1	5.0	-6.8	12.0	-2.6	129.0
CCc1cccc(C)c1N(C(=O)Cn1c(CO)nc2ccccc21)C(C)COC (stereo unspecified)	-2.8	97.0	-8.2	-15.7	0.1	0.0	2.0	-39.3	102.0
CCn1cc(C(=O)NCCCN(CC(C)C)CC(C)C)c(=O)c2cc(S(=O)(=O)N(C)C3CCCCC3)ccc21	10.4	102.0	-64.8	17.9	76.4*	0.5	3.0	-1.1	105.0
COc1ccc(N2CCN(CCCNC(=S)Nc3c(C)cccc3C)CC2)cc1	-16.0	101.0	11.1	-4.7	-0.7	3.8	-3.0	-0.3	108.0
Cc1cc(C)cc(NC(=S)NC2CC3CCCC(C2)N3CC(C)C)c1 (stereo unspecified)	1.6	99.0	-7.3	-7.6	-0.6	-6.1	1.0	16.9	96.0
